# MEX-5 binding: C. elegans MEX-5 TCR-2 RNA binding activity. Q9XUB2. MEX-5/FITC-TCR2 RNA binding, fluorescence polarization; active compounds read low. activity score (negative = inhibition of binding), % at 10 µM. actives 0.38% (n = 300,000). AID 1832;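 active means inhibition past about -25% in most replicates, and total fluorescence under double the plate's negative control median, limit read from the data; inconclusive means replicates evenly split on the limit, or fluorescence at least double controls; inactive means too little inhibition in most replicates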;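 further: 0% = DMSO and -100% = 5 µM competing unlabeled TCR2 RNA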
# Target sequence (Q9XUB2 whole entry, looked up): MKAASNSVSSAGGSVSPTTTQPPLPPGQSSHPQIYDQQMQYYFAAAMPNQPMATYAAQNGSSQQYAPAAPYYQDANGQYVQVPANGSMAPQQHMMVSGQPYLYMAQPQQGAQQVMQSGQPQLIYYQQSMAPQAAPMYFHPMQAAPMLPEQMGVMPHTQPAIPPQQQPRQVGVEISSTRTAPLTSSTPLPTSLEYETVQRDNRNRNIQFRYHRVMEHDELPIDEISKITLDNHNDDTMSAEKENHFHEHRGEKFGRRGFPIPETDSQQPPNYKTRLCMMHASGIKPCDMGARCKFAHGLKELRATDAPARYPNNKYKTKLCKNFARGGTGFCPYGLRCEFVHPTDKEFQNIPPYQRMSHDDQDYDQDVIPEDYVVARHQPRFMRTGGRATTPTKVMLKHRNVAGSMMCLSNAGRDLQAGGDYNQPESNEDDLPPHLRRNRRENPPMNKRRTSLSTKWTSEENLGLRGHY
# * marks the source's active call; other numbers are inactive results; ? = inconclusive. A portion of the library, so the mix of outcomes need not match the whole.
MEX-5 binding	structure
-2.7	Cc1nc(NC(=O)c2ccccc2)sc1-c1csc(Nc2ccc(C(=O)O)cc2)n1
0.5	CC(=O)c1ccc(OCc2cc(C(=O)N(C)C(C)c3nccs3)no2)cc1 (stereo not drawn)
-1.9	N#Cc1c(N)n(CCOC(=O)c2ccc(Cl)cc2)c2nc3ccccc3nc12
-0.8	O=S(=O)(Nc1cc(Sc2cccc3cccnc23)c(O)c2ccccc12)c1ccccc1
0.4	COc1ccc(C2CC(c3ccc(Cl)cc3)Nc3nc(NC(=O)c4ccco4)nn32)cc1 (stereo not drawn)
1.2	CCN(CC)C1CCN(C(=O)c2cc(COc3cccc4cccnc34)on2)C1 (stereo not drawn)
0.5	Cc1cc(C)c(S(=O)(=O)N(C)CC(=O)NCC2CCCO2)c(C)c1 (stereo not drawn)
-0.9	COc1ccc(/C=C2\CCC/C(=C\c3ccc(OC)c(OC)c3OC)C2=O)c(OC)c1OC
-0.9	O=C(NCCc1ccccc1)c1ccc(Cl)c(S(=O)(=O)N2CCOCC2)c1
-1.4	Cc1cc(C(=O)N2CCCC2)n[nH]1
2.3	COc1ccc(-c2coc3cc4oc(=O)c(CC(=O)O)c(C)c4cc23)cc1
0.1	CCN1C(=O)/C(=c2\o/c(=C3\C=Cc4ccccc4N3CC)c(=O)n2CC)SC1=S
-0.5	Cc1ccc(-n2c(O)c(C=Nc3ccccc3-c3n[nH]c(=S)[nH]c3=O)c3ccccc3c2=O)cc1C
0.5	Cc1nc(OCc2ccccc2)c2sc3nc4c(cc3c2n1)COC(C)(C)C4
1.4	Cc1cccc(CNC(=O)C2CCC(=O)N(Cc3ccccc3F)C2)n1 (stereo not drawn)
-2.4	Cc1c(C(=O)Nc2cccc(Cl)c2)c2ccccn2c1CCc1ccncc1
-2.4	NC(=O)c1ccc2nc(NC(=O)c3ccc(N)cc3)sc2c1
2.2	O=c1c2ccccc2nc2c3ccccc3c3nncn3n12
-1.9	CCN1CCN(CC(=O)Nc2c(C(=O)OC)[nH]c3cccc(Cl)c23)CC1
-0.5	O=C(O)CC1S/C(=N/N=C/c2ccc(Br)cc2)N(c2ccccc2)C1=O (stereo not drawn)
-2.9	CC1=Nc2ccccc2/C1=C/c1c(N)n2c(S(=O)(=O)CC(C)C)nsc2nc1=O
-54*	Cc1ccccc1NC(=O)CN1C(=O)S/C(=C\c2ccc(-c3cc(C(=O)O)ccc3C)o2)C1=O
-0.5	CC1CN(C(=O)c2ccc(NS(=O)(=O)c3ccc(C(C)(C)C)cc3)cc2)CC(C)O1 (stereo not drawn)
2.4	Cc1nc(CCNC(=O)C2CCC(=O)N(Cc3ccc(Cl)cc3)C2)sc1C (stereo not drawn)
-1.6	COc1ccc(C2C(C(=O)c3sc(C)nc3C)=C(O)C(=O)N2CCN2CCOCC2)cc1 (stereo not drawn)
-0.8	C#CCOc1ccc(C2C3=C(COC3=O)Nc3cc4c(cc32)OCO4)cc1OC (stereo not drawn)
-3.7	Cc1cc(C(=O)COc2nncc3ccccc23)c(C)n1C
0.5	CC1CCCCC1NC(=O)CCCc1nc2ccccc2c(=O)[nH]1 (stereo not drawn)
0.7	CCC1CCCCN1C(=O)COC(=O)c1ccc(S(=O)(=O)N2CCOCC2)cc1 (stereo not drawn)
-1.9	CC(C)CC(=O)NC(=S)Nc1cccc2nsnc12
-1.0	C/C(=N\NC(=O)c1ccc(Cl)cc1)c1cccs1
-0.9	O=[N+]([O-])c1ccc(F)cc1OCc1nc(-c2cccs2)no1
-1.6	COc1ccc(C(c2nnnn2C2CCCC2)N2CCc3ccccc3C2)cc1OC (stereo not drawn)
-0.1	O=c1[nH]c2ccccc2n1CCCN1CCN(C(c2ccccc2)c2ccccc2)CC1
1.5	COc1cc(NC(=O)c2cccs2)c(OC)cc1NC(=O)CCC(=O)Nc1ccc2ncccc2c1
1.3	COc1ccc(C(=O)n2nc(-c3ccco3)nc2N)cc1OC
-0.1	COc1cccc(CC(NC(C)=O)C(=O)NC2CCN(C(=O)c3ccncc3)CC2)c1OC (stereo not drawn)
-9.2	N=C1S/C(=C\c2ccc(-c3ccccc3C(=O)O)o2)C(=O)N1c1ccc2c(c1)OCO2
1.5	Cc1ccc(-n2c(SCC(=O)NCc3ccc4c(c3)OCO4)nnc2-c2cccnc2)c(C)c1
0.9	O=C(NCc1ccc(F)c(F)c1)C1CCC(=O)N(CCc2ccccc2)C1 (stereo not drawn)
-4.9	C#CCOCCOCCOCCNc1nc(N2CCN(C(=O)Cn3cc(CCCCN)nn3)CC2)nc(N2CCN(C(=O)[C@H](C)n3cc(CCCN=C(N)N)nn3)CC2)n1
1.4	Cc1cc2cc(CCNC(=O)c3c(-c4ccccc4Cl)noc3C)c(=O)[nH]c2cc1C
-4.4	O=C(c1ccco1)N1CCN(c2ncnc3c2[nH]c2ccc(Br)cc23)CC1
2.2	COc1ccc(CNc2ccccn2)c(O)c1
-3.6	CN(C(=O)CCCN1CCCC1=O)C1CCCN(Cc2ccccc2F)C1 (stereo not drawn)
-0.7	Cc1cc(C)nc(Nc2n[nH]c(COc3cccc4ccccc34)n2)n1
-1.2	CCOC(=O)c1c(C)oc2c1c(C=NCCO)c(O)c1ccccc12
0.5	COc1cc(NS(=O)(=O)c2ccc(F)cc2)c(OC)cc1NC(=O)C1CC1
0.4	CCOC(=O)C1=C(C)N(CCCC(=O)O)C(=O)NC1c1ccc(C(F)(F)F)cc1 (stereo not drawn)
-0.4	COc1ccc2c(C)cc(=S)[nH]c2c1
-1.0	COc1ccccc1NC(=O)CN1CCN(CC(=O)Nc2cc(C)ccc2OC)CC1
-28*	CC1(C)CCCN(C(=O)c2coc(=O)c(Br)c2)C1
0.9	O=C(OCn1ncc(Cl)c(Cl)c1=O)c1ccc(C(F)(F)F)cc1
1.8	CCC(=O)N1CCc2cc(OC)c(OC)cc2C1COc1ccccc1OC (stereo not drawn)
-3.3	Cc1ccc(N(C(=O)Cn2nnc3ccccc32)C(C(=O)NCc2ccco2)c2ccc(C)o2)cc1 (stereo not drawn)
-1.7	C/C(=C\c1ccccc1)C(=O)Nc1nccs1
0.2	c1nnc2c3c4c(sc3ncn12)CCCC4
-0.7	C/C(=N/NC(=O)C1CCCN1C(=O)c1ccc([N+](=O)[O-])cc1)c1ccc(Br)cc1 (stereo not drawn)
-1.8	NS(=O)(=O)c1ccc(CCNC(=O)Cc2ccccc2[N+](=O)[O-])cc1
-3.2	COc1ccc(C(C(=O)NC2CCCCC2)N(Cc2ccco2)C(=O)c2snc(C(N)=O)c2N)cc1 (stereo not drawn)

# (list continues)
MEX-5 binding	structure
-3.6	COc1ccc(C(=O)C2CCCN(C(=O)c3cccc(N4CCCC4=O)c3)C2)cc1OC (stereo not drawn)
?	CCN1/C(=C\c2ccc3cc(C)ccc3[n+]2CC)Sc2cc(C)c(C)cc21
-2.0	COc1ccc(CCCC(=O)NCC(=O)N/N=C/c2cc(Cl)ccc2OC)cc1
1.2	NC(=O)C1CCN(C(=O)CSc2nc3ccccc3o2)CC1
-2.2	CCNC(=O)[C@@H]1CCCN1C(=O)[C@H](CCCN=C(N)N)NC(=O)[C@H](CC(C)C)NC(=O)[C@@H](CC(C)C)NC(=O)[C@H](Cc1ccc(O)cc1)NC(=O)[C@H](CO)NC(=O)[C@H](Cc1c[nH]c2ccccc12)NC(=O)[C@H](Cc1cnc[nH]1)NC(=O)[C@@H]1CCC(=O)N1
1.1	Cc1ccc2cc(CN(Cc3cccs3)Cc3nnnn3CC3CCCO3)c(=O)[nH]c2c1C (stereo not drawn)
1.1	CCCCCCN(C(=O)CCCCCN1C(=O)NC(c2ccc(C3CCCCC3)cc2)C(C(=O)OCc2ccccc2)=C1C)C(C(=O)NCCCC)c1ccc(OCC(=O)OC)c(C(=O)OC)c1 (stereo not drawn)
-0.2	O=S(=O)(CC(CN1CCCCC1)N1CCCCC1)c1ccc2ccccc2c1 (stereo not drawn)
0.6	CC1=NN(C(N)=S)C(=O)C1N=Nc1ccc(F)cc1 (stereo not drawn)
-0.8	O=C(COc1ccccc1Cl)N1CCc2ccccc21
0.4	CC(=O)N1/C(=C/c2ccc(N(C)C)cc2)C(=O)c2ccccc21
-28*	CCCCN1C(=O)/C(=C/C=C2\Oc3ccccc3N2CC)SC1=S
-1.7	CCc1nnc(NC(=O)c2ccc3c(c2)C(=O)N(CC(C)C)C3=O)s1
-1.7	Cc1cc(C)c2nc(SCC(=O)N3CCCCC3)c(C#N)cc2c1
-0.8	Cc1[nH]n(C(N)=S)c(=O)c1N=Nc1ccc2ccccc2c1
-6.3	Cc1cc(C)c2nc(-c3ccco3)cc(C(=O)O)c2c1
-0.1	COc1ccc2[nH]cc(C(=O)CN3CCCCC3C)c2c1 (stereo not drawn)
-1.3	O=c1[nH]cnc2c1C(c1ccccc1)c1c(nc[nH]c1=O)O2
-16	O=C1C(Nc2ccc(O)cc2)=C/C(=N/S(=O)(=O)c2cccs2)c2ccccc21
1.0	CCC(=O)n1nc(-c2ccc(OC)cc2)nc1NCc1cccs1
1.0	COc1cc2oc(-c3ccc(O)cc3)cc(=O)c2c(OC)c1O
3.4	N#C/C(=N/Nc1ccc([N+](=O)[O-])cc1)C(=N)N1CCCCC1
-0.5	COc1ccc2o/c(=N\O)c(C(=O)Nc3ccc(C)cc3)cc2c1
-0.2	Cc1nn(Cc2c(F)c(F)c(F)c(F)c2F)c(C)c1NC(=O)c1ccc(COc2ccccc2Cl)cc1
1.0	O=C(CSC(=S)N1CCSCC1)c1ccccc1
3.2	O=C(NCCN1CCNC1=O)C1CCC(=O)N(CCc2ccc(Cl)cc2)C1 (stereo not drawn)
-2.3	CC(C)C(=O)Nc1ccc(C(=O)N2CCN(C(=O)c3ccco3)CC2)cc1
6.1	NCCN1CCN(CCN)CC1
-2.7	COc1ccc(C2C(C(C)=O)=C(C)N=c3s/c(=C/c4ccc5c(c4)OCO5)c(=O)n32)cc1 (stereo not drawn)
-1.7	O=Cc1[nH]c2ccccc2c1N(C(=O)CCl)c1ccccc1
1.2	Cc1ccc(C(=O)/C=C/c2c(C)nn(-c3ccccc3)c2Cl)cc1
-4.9	Cc1ccc2[nH]c3c(N4CCCCCC4)ncnc3c2c1
-0.7	O=C(COc1ccc(Cl)cc1Cl)NCc1ccncc1
2.4	CCN(CC)S(=O)(=O)c1cccc(C(=O)c2c(C)cc3ccccn23)c1
2.2	Cc1cc(C)cc(NC(=O)c2ccc([N+](=O)[O-])o2)c1
1.2	O=C(Nc1ccc(-c2nnc3n2CCCCC3)cc1)c1cnccn1
-8.6	CC(C)OC(=O)[C@H]1[C@H](c2ccc(Cl)cc2)[C@@](C#N)(C(N)=O)[C@@H]2C=CC(C(N)=O)=CN21
-1.9	CN1CCN(c2nc3c(c(=O)[nH]c(=O)n3C)n2CCOc2ccccc2)CC1
0.2	CCOC(=O)C1(CCCc2ccccc2)CCN(C2CCSCC2)CC1
-17	O=C(O)c1ccc(/C=C/c2ccc3cccc(O)c3n2)cc1
2.6	c1ccc(-c2nnc(N3CCCC3)nc2-c2ccccc2)cc1
-0.2	COc1ccccc1C(O)(C(=O)N(NC(C)=O)c1ccccc1)c1ccccc1OC
0.7	CCCCCCCOC(=O)C[N+](C)(C)CCOC1CC2CCC1(C)C2(C)C (stereo not drawn)
0.5	ClC1(Cl)CC1CSc1ncn[nH]1 (stereo not drawn)
-3.5	CCOC(=O)C(C(C)=O)c1nc(C)nc2c1nnn2Cc1ccccc1Cl (stereo not drawn)
-0.9	Cc1cc(C)n(C(=O)CNC(=O)c2cccc(Cl)c2)n1
-28*	CCOc1cc(N2CCOCC2)c(OCC)cc1NC(C)C(=O)N1CCN(CC)CC1 (stereo not drawn)
1.0	CCc1nnc(NC(=O)c2cc(S(=O)(=O)N3CCOCC3)ccc2N2CCCCC2)s1
?	S=C1NC2(CCS1)Oc1ccccc1C1CC(c3ccccc3)=NN12 (stereo not drawn)
-0.7	COc1cc(SC)ccc1C(=O)Nc1ccc2c(c1)OCO2
-0.5	CCC(=O)NC(=S)Nc1ccc(NC(=S)NC(=O)c2ccccc2)cc1
1.4	COc1ccccc1CC(NC(C)=O)C(=O)NC1CCN(C(=O)NCc2ccccc2)CC1 (stereo not drawn)
-0.5	COC(=O)c1nc(NC(=O)c2ccc(F)cc2)n[nH]1
-0.2	CN1/C(=C\C(=O)C[n+]2ccc3ccccc3c2)C(C)(C)c2ccccc21
1.6	CCC(OC(=O)C(C)N1C(=O)C(=O)c2ccccc21)C(=O)Nc1ccccc1OC (stereo not drawn)
-5.2	C#CCOCCOCCOCCNc1nc(N2CCN(C(=O)[C@H]([C@@H](C)CC)n3cc([C@@H](N)CO)nn3)CC2)nc(N2CCN(C(=O)[C@H]([C@@H](C)CC)n3cc([C@@H](N)CO)nn3)CC2)n1
-2.5	CCC(=O)Nc1cccc(C(=O)OCc2cccc([N+](=O)[O-])c2)c1
-0.5	CC(C)C1Nc2c(O)cc(Cl)c([N+](=O)[O-])c2C2C=CCC21 (stereo not drawn)
1.0	Cc1cc(=O)n2nc(N3CCCC(C(=O)NCCCN4CCc5ccccc5C4)C3)sc2n1 (stereo not drawn)
